# TPT1 inhibitor – Candida albicans TPT1 enzyme inhibitors, primary screen, biochemical, fluorescence polarization; tRNA 2'-phosphotransferase TPT1 (Candida albicans SC5314); recombinant caTPT1, FP RNA substrate dephosphorylation; inhibition, % at 5 µM; 300,000 tested, 0.81% active; AID 1962, 2009;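 active = inhibition above the mean of all tested compounds plus 3 SD, set per screening campaign, cut at about 24% in these data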;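 also: plate controls were DMSO alone for no effect and ferristatin control at 100 nM for full effect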
# core dimer inh – inhibitors of HCV core protein dimerization, primary screen, biochemical, TR-FRET, high-throughput; TR-FRET GST/Flag-core106 dimerization, 1536-well; inhibition, % at 5 µM; 300,000 tested, 0.33% active; AID 1899, 2009;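 active = inhibition above the mean of all tested compounds plus 3 SD, set per screening campaign, cut at about 45% in these data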
#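 Assay system – GST-tagged and Flag-tagged HCV core protein residues 1-106 · Quantity – core106 proteins, GST 13.5 nM and Flag 17 nM · Benchmarks – unlabelled core106 and no-GST-core106 wells · Read-out basis – percent inhibition of core106 dimerization signal · Detection – time-resolved FRET, ex 340 nm, em 617 and 671 nm · Schedule – 4 h at 22.5 °C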
# PAFAH2 FP inh – PAFAH2 enzyme inhibitors, primary screen, biochemical, fluorescence polarization, human. recombinant PAFAH2, FP-rhodamine activity probe. inhibition, % at 3.39 µM. 340,000 tested, 0.99% active;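 active = inhibition above the mean over all tested compounds plus 3 SD, cut at about 30% in these data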;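 also: inhibitors block probe labeling of enzyme so polarization drops; 0% = enzyme with DMSO and 100% = wells lacking PAFAH2 protein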
# PP5 inh – PP5 phosphatase inhibitors, primary screen, biochemical, fluorescence; Serine/threonine-protein phosphatase 5 (Homo sapiens), P53041; purified PP5c, OMFP substrate fluorescence; inhibition, % at 6.7 µM; 320,000 tested, 0.18% active;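 active = inhibition above the campaign's mean inhibition across all tested compounds plus 3 SD, cut at about 9.5% in these data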;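 also: 0% = DMSO only and 100% = 100 µM cantharidin control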
# Target sequence (P53041 whole entry, looked up): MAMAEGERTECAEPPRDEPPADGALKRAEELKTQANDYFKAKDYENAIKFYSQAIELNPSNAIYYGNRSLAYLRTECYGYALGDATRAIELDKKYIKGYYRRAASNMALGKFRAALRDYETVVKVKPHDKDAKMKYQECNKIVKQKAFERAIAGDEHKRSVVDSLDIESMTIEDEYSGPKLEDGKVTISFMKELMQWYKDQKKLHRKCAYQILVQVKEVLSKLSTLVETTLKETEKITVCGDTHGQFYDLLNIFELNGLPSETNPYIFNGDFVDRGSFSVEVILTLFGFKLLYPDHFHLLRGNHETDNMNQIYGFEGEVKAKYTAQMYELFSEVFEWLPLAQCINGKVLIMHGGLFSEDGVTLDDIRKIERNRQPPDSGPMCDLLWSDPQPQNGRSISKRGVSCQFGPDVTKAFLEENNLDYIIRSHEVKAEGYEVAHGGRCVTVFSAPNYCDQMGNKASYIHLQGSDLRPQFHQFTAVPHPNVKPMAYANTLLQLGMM
# AHR activator – AHR activators, primary screen, cell-based, luminescence, luciferase reporter, human; 320,000 tested, 2.5% active; AID 2796, 2010; AHR-responsive luciferase reporter cells; activation, % at 5 µM; Aryl hydrocarbon receptor (Homo sapiens), P35869; in the data active = activation above about 47%;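 also: 0% = vehicle wells and 100% = reference agonist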
# proCasp3 act – activators of human procaspase-3 D3A mutant, primary screen, biochemical, absorbance, PC-3 D3A mutant, single concentration; Caspase-3 (Homo sapiens), P42574; recombinant procaspase-3 D3A, Ac-DEVD-pNA absorbance 405 nm; activation, % at 8.5 µM; 330,000 tested, 0.11% active;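 active = activation above the mean of all tested compounds plus 3 SD, cut at about 21% in these data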;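 also: 0% = DMSO alone and 100% = DMSO wells spiked with extra 5 µM PC-3 D3A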
# Target sequence (P42574 whole entry D9A/D28A/D175A): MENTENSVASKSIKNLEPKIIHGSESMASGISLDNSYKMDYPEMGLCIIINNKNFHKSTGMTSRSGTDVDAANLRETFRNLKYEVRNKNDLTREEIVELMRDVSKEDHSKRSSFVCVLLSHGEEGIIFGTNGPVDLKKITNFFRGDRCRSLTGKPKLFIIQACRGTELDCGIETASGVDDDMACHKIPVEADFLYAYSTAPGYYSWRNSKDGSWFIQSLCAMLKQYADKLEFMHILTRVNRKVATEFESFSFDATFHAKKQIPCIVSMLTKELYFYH
#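 material = Procaspase-3 D3A mutant | probe or stimulus = Ac-DEVD-pNA | compound = single dose, 8.5 µM nominal compound, 0.8% DMSO | timing = 1 h preincubation, 2 h reaction | measured by = 405 nm absorbance of p-nitroaniline, reads at 0 and 120 min | benchmarks = DMSO-only low control, 5 µM PC-3 D3A high control | repeats = singlicate, each compound tested once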
# CTSL1 counter – Fasciola hepatica cathepsin L1 inhibitors, primary screen, counter-screen for PFM18AAP inhibitor project, biochemical, QFRET, fluorogenic peptide substrate. recombinant F. hepatica cathepsin L1, Z-Leu-Arg-MCA fluorescence. inhibition, % at 5.96 µM. 300,000 tested, 0.49% active. AID 1906, 2009;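 active = inhibition above the mean of all tested compounds plus 3 SD, set per screening campaign, cut at about 17% in these data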;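 also: 0% = plate median of test compound wells and 100% = 1 µM Z-Phe-Ala-diazomethylketone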
# procasp7 counter – procaspase-7 activators, primary screen, counter-screen for procaspase-3 activator project, biochemical, absorbance, HTS, human. 330,000 tested, 0.093% active. Caspase-7 (Homo sapiens), P55210. activation, % at 8.5 µM. AID 463210, 2010. recombinant procaspase-7, Ac-DEVD-pNA absorbance 405 nm; D23A/D198A/D206A triple mutant, cannot self-cleave; scale: DMSO 0, 5 µM enzyme 100;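 active = percent activation above the screen-wide mean plus 3 SD, cut at about 25% in these data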
# Target sequence (P55210 whole entry D23A/D198A/D206A): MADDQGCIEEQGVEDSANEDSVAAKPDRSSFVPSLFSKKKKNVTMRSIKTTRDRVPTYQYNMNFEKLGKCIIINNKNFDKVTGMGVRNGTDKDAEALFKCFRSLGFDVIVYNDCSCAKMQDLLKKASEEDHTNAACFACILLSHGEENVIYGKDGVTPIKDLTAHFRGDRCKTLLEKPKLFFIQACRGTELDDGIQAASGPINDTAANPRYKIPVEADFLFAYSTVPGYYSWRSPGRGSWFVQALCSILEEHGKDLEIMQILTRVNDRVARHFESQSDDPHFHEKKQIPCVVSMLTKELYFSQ
#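 Assay system: Uncleavable procaspase-7 mutant enzyme | Input: 2 µM procaspase-7 mutant as dispensed | Timing: 1 h compound preincubation, 2 h substrate cleavage, 25 °C | Repeats: One well per compound | Control set: DMSO wells as 0%, DMSO with 5 µM added PC-7 as 100% | Technique: Epi-absorbance of released pNA at 405 nm, two timepoints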
# PP1 counter – PP1-alpha phosphatase inhibitors, primary screen, counter-screen for PP5 inhibitor project, biochemical, fluorescence, OMFP substrate, single point. purified PP1alpha. AID 2235, 2010. 320,000 tested, 0.9% active. inhibition, % at 6.7 µM. Serine/threonine-protein phosphatase PP1-alpha catalytic subunit (Homo sapiens), P62136;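 active = inhibition above the mean inhibition of all tested compounds plus 3 SD, computed separately for each screening campaign, cut at about 15% in these data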
# * marks the source's active call; other numbers are inactive results; nt = no result given. The list is partial; count on the stated rates, not on these rows.
SMILES,TPT1 inhibitor,core dimer inh,PAFAH2 FP inh,PP5 inh,AHR activator,proCasp3 act,CTSL1 counter,procasp7 counter,PP1 counter
O=C(O)c1ccc(N=Cc2c(O)n(Cc3ccc(F)cc3)c(=O)[nH]c2=O)cc1,22,7,-3,0.6,2,2,1,-7,-7
Cc1c(C(=O)C(=O)N2CCOCC2)c2ccccc2n1Cc1ccccc1,-4,-1,1,1.6,1,3,-1,1,5
O=c1c2ccccc2nc(-c2ccccc2)n1-c1ccccc1,-3,1,-1,-0.4,0,-6,-6,-2,-5
O=C(c1ccc2c(=O)n(Cc3ccc4c(c3)OCO4)c(=S)[nH]c2c1)N1CCC2(CC1)OCCO2,-3,1,8,-1.6,1,6,1,2,-2
CCOc1ccc2[nH]c(=O)c(CN(CCO)C3(c4nnnn4C4CCCCC4)CCCCC3)cc2c1,-3,7,8,1.4,5,0,0,-1,2
O=P(Nc1ccccc1)(Nc1ccccc1)Oc1ccccc1,-2,11,0,0.2,2,-1,5,6,0
CCN1CCC(O)(c2ccccc2)C(C(=O)c2ccccc2)C1 (stereo not given),-3,-5,4,-0.6,1,-4,8,6,-2
COC(=O)C1=C(c2ccc(F)cc2F)C[C@@H]2CC[C@H]1N2C(=O)NC(C)C,nt,nt,2,0.8,0,3,nt,4,2
COc1ccccc1CCNCc1cc2c(cc1[N+](=O)[O-])OCO2,-3,-1,5,0.3,46,-5,1,-8,-2
COC(=O)[C@H]1C[C@@H]1[C@H](NP(=O)(c1ccccc1)c1ccccc1)c1ccccc1,1,-1,-10,-2.0,5,4,-2,2,-1
Cc1cccc(CN2CCCC(C(=O)c3cccc(OC(C)C)c3)C2)n1 (stereo not given),-2,-11,7,1.2,4,7,-3,-1,-3
N#CC(c1cccnc1)N1CCOCC1 (stereo not given),-1,0,2,2.2,2,-3,-1,-12,-1
CN1C(=O)NC(=O)/C(=C\c2ccc([N+](=O)[O-])o2)C1=O,-8,-5,17,3.6,-1,3,-2,-5,-1
O=C(O)CC[N+](=O)[O-],1,-11,-3,2.6,-2,1,0,-6,-3
COc1ccc(NC(=O)c2cc([N+](=O)[O-])ccc2N2CCNCC2)cc1,2,2,0,-0.9,2,0,9,12,-2
Cn1c(O)c(C=NCCCNC2CCCCC2)c(=O)n(C)c1=O,-4,-1,1,0.7,-1,3,0,1,2
CCOC(=O)c1nc2ccccc2c(=O)n1-c1ccc(C)cc1C,-1,-12,4,0.2,1,2,-5,9,0
CCOc1c(Cl)cc(CNCCc2c[nH]c3ccccc23)cc1OC,0,0,-8,2.1,1,-8,-4,-11,1
CCCCn1c(NC(=O)c2ccco2)c(C(=O)OCC)c2nc3ccccc3nc21,2,-3,17,9.6*,3,-20,-7,-20,5
O=P(NCc1ccccc1)(Oc1ccccc1)Oc1ccccc1,-4,2,-4,0.4,1,4,5,6,0
C(#CCN1CCOCC1)COC/C=C/c1ccccc1,-2,0,6,0.2,0,4,3,2,-3
O=C1OCCN1P(=O)(c1ccccc1)c1ccccc1,-5,-4,6,0.5,-6,3,-1,4,-2
C[C@]12CCC(=O)C=C1CCC1C2CC[C@@]2(C)C1CC[C@]2(C)O (stereo not given in full),nt,nt,1,nt,-1,8,nt,0,nt
CC(C(O)c1ccccc1)N(C)CCn1cnc2c1c(=O)n(C)c(=O)n2C (stereo not given),-1,-1,1,-1.0,0,13,-5,-1,-4
CCOC(=O)c1ccc(NC(=O)N2CC3CC(C2)c2cccc(=O)n2C3)cc1 (stereo not given),-5,-5,0,-0.9,10,-7,1,4,-3

# Grouped by structure, those above with fluorine (2)
SMILES,TPT1 inhibitor,core dimer inh,PAFAH2 FP inh,PP5 inh,AHR activator,proCasp3 act,CTSL1 counter,procasp7 counter,PP1 counter
O=C(O)c1ccc(N=Cc2c(O)n(Cc3ccc(F)cc3)c(=O)[nH]c2=O)cc1,22,7,-3,0.6,2,2,1,-7,-7
COC(=O)C1=C(c2ccc(F)cc2F)C[C@@H]2CC[C@H]1N2C(=O)NC(C)C,nt,nt,2,0.8,0,3,nt,4,2

# (cont.)
SMILES,TPT1 inhibitor,core dimer inh,PAFAH2 FP inh,PP5 inh,AHR activator,proCasp3 act,CTSL1 counter,procasp7 counter,PP1 counter
Cc1sc2c(c1C)C(c1cccs1)=NCC(=O)N2CC(=O)NCc1cccs1,-3,1,7,3.5,3,-1,1,4,12
CC(=NCCc1ccccc1)c1c(O)n(C)c(=O)n(C)c1=O,-6,0,-5,1.9,8,-1,-1,-7,0
O=C1NC(=O)N(Cc2ccco2)C(=O)/C1=C\c1cccn1CCOc1ccccc1,38*,15,6,-2.1,-1,-10,-1,-4,4
Cc1ccc(NC(=O)c2cc(-c3ccccc3)n(CCCN3CCOCC3)c2C)cc1,-2,7,nt,-0.5,-1,13,-1,9,-4
CCc1nc2ccccc2c(=O)n1-c1ccccc1[N+](=O)[O-],2,2,-1,-0.5,-1,-4,3,12,-3
CC1CCCCN1Cc1cccnc1 (stereo not given),-5,8,-6,1.9,2,-3,-5,-4,0
CCOc1cc2c(cc1OCC)-n1cccc1C(c1ccc(C)cc1C)NC2 (stereo not given),-2,-11,10,1.8,5,-3,2,-3,4
O=c1[nH]c(=O)n(-c2cccc3ccccc23)c(O)c1C=NCc1ccc2c(c1)OCO2,-2,2,0,2.8,4,3,2,10,-2
Cc1ccc(N2C(=O)/C(=C/N3CCN(C(=O)c4ccco4)CC3)C(=O)NC2=S)cc1C,17,0,-5,0.3,-1,-7,9,0,-3
CC(C)N1CCN(Cc2cccc([N+](=O)[O-])c2)CC1,-1,9,117*,1.2,-4,-5,-5,10,-7
CCN1C(=O)C(=C2C=C(C)N(Cc3ccco3)C(C)=C2)C(=O)N(CC)C1=S,3,11,10,2.1,-1,-25,4,-32,5
COc1ccc(CNCCc2ccc(Cl)cc2)c(OC)c1OC,-5,5,1,1.1,2,-7,1,8,0
CCOC(=O)C(O)(c1ccc(N)c(OC)c1)C(F)(F)F (stereo not given),1,-6,3,0.0,3,5,4,3,-3
COC(=O)C1=C(c2ccc(OC)c(OC)c2)C[C@@H]2CC[C@H]1N2C(=O)NCCO,nt,nt,0,0.8,0,0,nt,-6,-2
Cc1cc(Br)c(NC(=O)CN2CC=C(c3ccccc3)CC2)c(Br)c1,8,15,3,-1.2,-1,3,-1,5,4
Cc1nc2ccccc2c(=O)n1-c1cccc(O)c1,-1,-8,1,2.3,0,8,3,6,-3
CCN1C[C@]2(COC)CC[C@H](OC)[C@@]34C1[C@]1(OCO[C@@]15C[C@H](OC)[C@H]1C[C@@H]3[C@@H]5[C@H]1OC)[C@@H](O)[C@H]24,-1,6,-7,2.0,-1,-3,0,-4,0
CC(=O)OC1CC[C@]2(C#N)[C@H]3CC[C@]4(C)[C@H](C5C=CC(=O)O5)CCC4(O)C3CCC2(O)C1 (stereo not given in full),-4,-2,6,-1.5,-1,1,-3,4,-3
Cn1c(O)c(C=NCCN2CCNCC2)c(=O)[nH]c1=O,3,0,nt,-0.8,0,-2,-4,0,-4
CC(=NCc1ccco1)c1c(O)n(-c2ccc(Cl)cc2)c(=O)[nH]c1=O,-3,5,8,-3.7,-6,5,0,0,-4
CN1CCc2nc3sc(C(=O)NC(C)(C)C)c(N)c3cc2C1,-4,-18,14,2.3,14,-8,11,-11,5
O=c1c2ccccc2nc(-c2ccco2)n1-c1cccnc1,-2,-6,5,0.9,7,-8,3,3,-3
O=c1[nH]c(=O)n(Cc2ccco2)c(O)c1C=NC1CC1,5,5,-2,1.1,-1,3,-6,-7,5
COC(=O)c1ccc(N2C(=O)CC(N3CCC(n4c(=O)[nH]c5ccccc54)CC3)C2=O)cc1 (stereo not given),-5,-5,-1,1.1,3,-19,-2,-12,-1
Clc1ccc(C(Cn2ccnc2)OCc2csc3c(Cl)cccc23)c(Cl)c1 (stereo not given),6,20,-15,2.4,12,6,1,-3,32*

# The final 2 entries of the part before open the next one:
SMILES,TPT1 inhibitor,core dimer inh,PAFAH2 FP inh,PP5 inh,AHR activator,proCasp3 act,CTSL1 counter,procasp7 counter,PP1 counter
COC(=O)c1ccc(N2C(=O)CC(N3CCC(n4c(=O)[nH]c5ccccc54)CC3)C2=O)cc1 (stereo not given),-5,-5,-1,1.1,3,-19,-2,-12,-1
Clc1ccc(C(Cn2ccnc2)OCc2csc3c(Cl)cccc23)c(Cl)c1 (stereo not given),6,20,-15,2.4,12,6,1,-3,32*
Oc1ccc(Cl)c(Cl)c1,nt,nt,6,3.0,0,5,nt,-2,-4
CN1C(=O)C(Cc2nc3ccccc3c(=O)n2-c2ccccc2)c2ccccc21 (stereo not given),-3,1,-2,3.3,2,4,-4,12,2
O=C1C2C3CCC(O3)C2C(=O)N1c1cccc(F)c1 (stereo not given),1,-4,nt,3.2,-3,0,-4,10,0
COc1ccc(CC2(CCc3ccccn3)C(=O)NC(=O)N(c3ccccc3C)C2=O)cc1OC (stereo not given),-3,9,3,2.8,-3,6,-3,8,2
CN(C)c1ccc(/C=C2\C(=O)NC(=O)N(CCc3ccc(F)cc3)C2=O)cc1,30*,3,-9,-1.4,-2,-12,1,-21,-2
CC(=NCCCN1CCOCC1)c1c(O)n(Cc2ccccc2)c(=O)[nH]c1=O,2,-1,-6,3.1,1,9,0,3,-3
O=C(C1CC(c2ccc(Cl)c(Cl)c2)=NO1)N1CCC2(CC1)OCCO2 (stereo not given),0,0,41*,2.7,-2,3,-2,6,-3
N=C(N)c1c(O)n(C2CCCCC2)c(=O)n(C2CCCCC2)c1=O,-5,-6,-5,3.7,-1,-4,1,-2,8
COc1ccc(CCn2c(O)c(C=Nc3ccc(NC(C)=O)cc3)c(=O)[nH]c2=O)cc1OC,7,2,nt,0.0,4,-25,1,5,-1
Nc1c(C(=O)OC2CCCCC2)c2nc3ccccc3nc2n1CC1CCCO1 (stereo not given),-1,8,-5,5.8,6,5,5,-2,4
COc1ccc(CN2C(=O)CC(=O)NC2=S)cc1,15,4,-3,-0.3,3,3,-3,-16,2
CC(Cc1ccccc1Sc1ccc(O)cc1)N(C)C (stereo not given),-2,0,13,2.6,0,2,1,6,-1
CSc1nnc([C@@H](N)Cc2ccccc2)o1,-4,-1,3,2.2,1,3,7,14,-2
CC12CC[C@H]3[C@@H](CCC4(O)C[C@H](O)CCC34/C=N/NC(=O)c3ccccc3[N+](=O)[O-])C1(O)CCC2C1=CC(=O)OC1 (stereo not given in full),-2,9,-1,1.5,3,4,2,3,-2

# Source: PubChem
